Screening results (PubChem BioAssay)
AHR activator = activates the human aryl hydrocarbon receptor; P35869; AHR-responsive luciferase reporter cells, luminescence; activation, % at 5 µM; 2.5% of 320,000 active; AID 2796; in the data active = activation above about 47%;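 also: 0% = vehicle wells and 100% = reference agonist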
Target sequence (P35869 whole entry, looked up): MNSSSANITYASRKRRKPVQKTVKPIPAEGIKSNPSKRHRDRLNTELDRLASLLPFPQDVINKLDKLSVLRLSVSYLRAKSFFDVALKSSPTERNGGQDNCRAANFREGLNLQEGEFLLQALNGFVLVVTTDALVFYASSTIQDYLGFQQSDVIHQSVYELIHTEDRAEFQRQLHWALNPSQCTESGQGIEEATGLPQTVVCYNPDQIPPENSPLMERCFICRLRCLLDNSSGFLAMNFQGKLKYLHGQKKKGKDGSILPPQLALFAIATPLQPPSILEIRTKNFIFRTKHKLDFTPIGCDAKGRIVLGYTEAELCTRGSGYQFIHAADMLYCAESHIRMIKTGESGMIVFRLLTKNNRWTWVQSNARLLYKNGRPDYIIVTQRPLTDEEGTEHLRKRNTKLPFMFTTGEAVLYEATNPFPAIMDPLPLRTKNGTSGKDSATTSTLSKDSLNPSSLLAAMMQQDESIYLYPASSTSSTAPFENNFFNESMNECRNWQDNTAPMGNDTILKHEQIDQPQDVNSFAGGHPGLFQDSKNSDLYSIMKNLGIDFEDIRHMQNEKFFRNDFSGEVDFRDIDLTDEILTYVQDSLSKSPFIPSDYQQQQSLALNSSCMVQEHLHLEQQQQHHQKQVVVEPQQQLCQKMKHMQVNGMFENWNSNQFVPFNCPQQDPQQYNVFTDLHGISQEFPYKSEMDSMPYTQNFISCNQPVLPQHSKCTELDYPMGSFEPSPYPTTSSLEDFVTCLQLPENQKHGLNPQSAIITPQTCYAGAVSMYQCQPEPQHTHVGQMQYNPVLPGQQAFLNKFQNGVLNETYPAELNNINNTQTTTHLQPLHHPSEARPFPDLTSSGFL
RPL19A-GFP yeast = modulators of TOR pathway RPL19A-GFP in S. cerevisiae | 0.3% of 330,000 active | S. cerevisiae RPL19A-GFP strain, flow cytometry, 3 h; active compounds read low | percent response vs DMSO, % at 10 µM;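 active = percent response vs DMSO below 50%; inconclusive = fewer than 70 events counted for the yeast strain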;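 also: median channel GFP fluorescence of the barcoded RPL19A-GFP strain; ratio of sample median GFP to plate DMSO average so 100% = DMSO; lower means less RPL19A-GFP as with rapamycin TOR inhibition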
LAP4 TOR yeast = modulators of TOR pathway LAP4-GFP in S. cerevisiae. S. cerevisiae LAP4-GFP multiplex, flow cytometry GFP, 3 h; median GFP as percent of DMSO wells. GFP response vs DMSO, % at 10 µM. 0.34% of 320,000 active. AID 2023;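 active = GFP response vs DMSO above a set limit, about the screen mean plus 3 SD, cut at about 150% in these data; inconclusive = under 70 cell events counted for the yeast strain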
CR mimetic SO = lowers age-related superoxide in aged yeast cells | superoxide response (% of plate mean), % at 10 µM | 0.18% of 330,000 active | S. cerevisiae aged cells, superoxide DHE fluorescence; active compounds read low;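 active = superoxide response under a set limit, about three screen SD below normal, cut at about 65% in these data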;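 also: yeast aged for seven days with compound at 30 °C before DHE staining; 100% = average MFI of all compound-treated wells on the plate with controls excluded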
Efflux pump inh = blocks antifungal efflux pumps in multiplex yeast assay. S. cerevisiae Candida pump triplex, Nile Red efflux. inhibition, % at 10 µM. 0.44% of 330,000 active. AID 485275;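 active = plate passing quality check with inhibition over a set limit, or well fluorescence over plate mean plus 4 SD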;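 also: Nile Red retained in pooled yeast measured as flow cytometry median fluorescence; 0% = buffer negative control and 100% = Enniatin B positive control; higher means more Nile Red kept so more efflux inhibition; some compounds called inactive have numbers as strong as hits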
CIT2-GFP yeast = alters CIT2-GFP fluorescence in TOR pathway yeast screen; S. cerevisiae CIT2-GFP strain, flow cytometry, 3 h; 100 means same as DMSO wells; GFP response vs DMSO, % at 10 µM; 0.065% of 320,000 active; AID 2029;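 active = GFP response relative to DMSO above a set limit, near the screen mean plus 3 SD, cut at about 150% in these data; inconclusive = Fewer than 70 cells measured for a yeast strain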;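 also: ratio of well median GFP fluorescence to mean of DMSO wells on the plate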
MEP2-GFP yeast = modulators of TOR pathway MEP2-GFP in S. cerevisiae; S. cerevisiae MEP2-GFP strain, flow cytometry GFP, 3 h; 100% = DMSO control level; GFP response vs DMSO, % at 10 µM; 0.51% of 330,000 active;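 active = GFP response versus DMSO above a set limit, roughly screen mean plus 3 SD, cut at about 180% in these data; inconclusive = fewer than 70 cells counted for a yeast strain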;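 also: median GFP fluorescence of the barcode-gated MEP2-GFP cells per well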
AGP1-GFP MLPCN = yeast TOR pathway AGP1-GFP modulation; S. cerevisiae AGP1-GFP multiplex flow cytometry, 3 h; GFP as percent of DMSO wells; GFP response vs DMSO, % at 10 µM; 0.02% of 320,000 active; AID 2066;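 active = GFP response relative to DMSO above a set limit, near screen average plus 3 SD, cut at about 150% in these data; inconclusive = fewer than 70 cells counted for the yeast strain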;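 also: median GFP channel fluorescence of the gated AGP1 strain per well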
The depositor's hits bear a star; i = inactive; ? = inconclusive; nt = no result given; [ ] = another dose, or the depositor's remark.

smiles,LAP4 TOR yeast,CR mimetic SO,AGP1-GFP MLPCN,RPL19A-GFP yeast,AHR activator,MEP2-GFP yeast,CIT2-GFP yeast,Efflux pump inh
CSc1cccc(N2CC(C(=O)Nc3ccccc3N3CCCC3)CC2=O)c1 (configuration not stated),110,91,102,94,6,95,90,0.0
COc1ccc(/C=C2\CCc3ccccc3C2=O)cc1Cn1cccn1,117,96,106,98,0,110,98,0.1
Cc1ccc(NS(=O)(=O)c2ccc(-n3cccn3)cc2)cc1C,95,94,85,100,2,102,99,0.0
O=C(NNC(=O)C1CC=CCC1)c1cccc(Br)c1 (configuration not stated),99,93,102,92,0,96,98,-0.1
COc1cccc2cc(C(=O)Nc3ccc(S(=O)(=O)NCC4CCCO4)cc3)c(=O)oc12 (configuration not stated),103,97,100,101,-1,101,105,-0.1
COc1ccc(CNC(=O)c2c(O)c3cc(OC)c(OC)cc3[nH]c2=O)cc1OC,95,107,98,100,nt,105,103,0.1
C=CCOc1cc(C)nc(-c2ccccc2O)n1,nt,97,97,94,4,97,90,0.1
Nn1c(SCc2ccc(F)cc2)nnc1-c1cccnc1,107,97,112,100,2,102,106,0.0
COc1ccc(CN2CCC(CO)(Cc3cccc(C(F)(F)F)c3)CC2)cc1Cn1cccn1,103,92,100,98,-1,91,98,-0.1
CCC(=O)Nc1cccc(-c2ccc(N3CCC(C)CC3)nn2)c1,106,95,107,104,-10,100,102,-0.7
Cc1cc2cc(C#N)c(N3CCN(S(C)(=O)=O)CC3)nc2cc1C,106,102,106,103,-2,112,99,0.0
O=C(NNC(=O)C1CCCCC1)c1ccc(Br)cc1,91,87,96,103,1,104,98,0.0
CCOc1ccccc1N(C)S(=O)(=O)c1ccc2[nH]cc(C(=O)N(CCOC)CCOC)c(=O)c2c1,104,90,106,105,2,111,108,0.1
O=C(Nc1cccc2ncccc12)c1cc(Br)ccc1Cl,74,100,77,99,5,103,85,0.0
COc1cccc2cc(C(=O)N3CCC(C)CC3)c(=O)oc12,102,89,106,99,-3,109,108,0.1
COc1ccc(CC(=O)O/N=C(\N)c2ccc(Br)cc2)cc1OC,98,95,100,106,17,108,107,0.1
CC(=O)c1c(C)nc2sc3c(=N)n(N)cnc3c2c1-c1ccc(Cl)cc1,98,103,109,103,3,108,104,-0.4
CCOC(=O)C1CCCN(C2CCN(Cc3nc(-c4ccccc4)no3)CC2)C1 (configuration not stated),113,87,105,105,0,109,103,-0.1
CCOC(=O)c1cc(S(=O)(=O)NCC2CCN(Cc3cccc(C)c3)CC2)cn1C,106,117,106,102,-1,105,93,0.1
NCc1ccccc1CS(=O)(=O)N1CCOCC1,97,101,100,100,0,103,102,0.1
CCCCCCCCCCn1c2c(c(=N)c3c1CCC3)CCC2,109,124,97,94,-14,100,87,0.4
Cc1ccc(-c2noc(CCC(=O)N(C)c3ccccc3C)n2)cc1,101,90,97,98,4,100,90,0.1
O=C(Nc1nnc(/C=C/c2ccccc2)s1)c1ccco1,111,i,108,107,4,96,97,-0.1
COc1ccc(-c2noc(CSc3nnc(-c4ccccc4)n3C)n2)cc1,100,110,91,97,3,99,96,-0.2
O=C(NCCCCc1ccccc1)C1CC(c2ccc(C(F)(F)F)cc2)=NO1 (configuration not stated),100,90,104,105,2,103,101,0.0
Cc1ccccc1NC(=O)COC(=O)c1ccc(S(=O)(=O)N2CCCC2)cc1,97,114,93,93,-1,100,90,0.2
CC(=O)Nc1ccc(OC(F)(F)C(F)F)c(NC(C)=O)c1,99,96,102,98,2,104,95,-0.1
O=C(OCC(=O)N1CCc2ccccc21)c1ccccc1,98,95,97,92,-4,95,94,0.0
Cc1c(CCC(=O)NCCC(=O)O)c(=O)oc2c(C)c3oc4c(c3cc12)CCCC4,100,108,101,99,-2,98,94,-0.1
COCCOC(=O)C1=C(N)Oc2c(oc(CO)cc2=O)C1c1c(F)cccc1Cl (configuration not stated),99,113,97,94,8,103,94,0.3

smiles,LAP4 TOR yeast,CR mimetic SO,AGP1-GFP MLPCN,RPL19A-GFP yeast,AHR activator,MEP2-GFP yeast,CIT2-GFP yeast,Efflux pump inh
CCOc1cc(N2CCOCC2)c(OCC)cc1NC(=O)CN1C(=O)NC2(CCCCC2)C1=O,115,95,100,101,0,106,103,0.0
NC(=O)C1(NC(=O)[C@@H]2CC3(CC(c4cccc(NC(=O)[C@@H]5CCC(=O)N5)c4)=NO3)CN2C(=O)Cc2ccc(C(F)(F)F)cc2)CC1 (some centres not stated),109,97,88,99,1,92,93,-0.1
O=C(Nc1cccc2ncccc12)c1cc2ccccc2o1,97,108,78,86,3,91,87,-0.1
O=C(COC(=O)/C=C/c1ccccc1Cl)NCCNC(=O)COC(=O)/C=C/c1ccccc1Cl,79,109,94,103,3,94,nt,0.1
Cc1cc([N+](=O)[O-])nn1CCCC(=O)O,94,97,95,102,0,99,97,-0.1
CCOc1ccc(C(=O)NCCC2=CCCCC2)cc1OCC,101,76,103,99,1,98,103,-0.1
c1ccc(N2CCN(c3nc4ccccc4n4cnnc34)CC2)cc1,110,93,94,98,39,95,89,-0.1
O=C(NC(=S)NCCc1ccc(Cl)cc1)c1ccco1,105,84,90,96,10,102,92,-0.1
COC(=O)CC1C(=O)NCCN1C(=O)CSc1nnc(Nc2ccc(OC)cc2)s1 (configuration not stated),98,107,102,102,7,99,95,0.1
O=C1CCCC/C1=N\Nc1ccc(C2CCCCC2)cc1,104,105,97,98,-4,95,98,-0.1
Cn1ncc(Br)c1C(=O)N/N=C/c1cccc(OC2CSC2)c1,106,102,103,102,1,103,101,-0.2
CCCc1c(C)c2c(C)[nH]nc2oc1=O,92,92,nt,87,4,98,86,0.1
CC(C)C(=O)Nc1ccc(NC(=O)c2ccccn2)cn1,95,97,98,101,1,99,93,-0.2
COCC(=O)Oc1c(S(=O)(=O)c2ccc(C)cc2)c(C)nn1C(C)(C)C,95,98,97,99,1,88,88,-0.2
COC(=O)c1ccc2nc(NC(=O)CN3C(=O)CCC3=O)sc2c1,98,113,96,nt,19,102,96,0.0
N#Cc1c(/N=C\c2ccc(O)c([N+](=O)[O-])c2)sc2c1CCCC2,91,132,106,101,3,103,102,-0.1
Cc1cccc(Nc2ncc3c(n2)CC(c2ccco2)CC3=O)c1 (configuration not stated),106,109,92,91,-2,105,98,-0.1
CCSc1ncc(Cl)c(C(=O)Nc2ccccc2F)n1,102,97,103,110,1,110,114,0.1
O=S(=O)(c1ccc(F)c(F)c1F)N1CCN(C(=S)Nc2ccccc2)CC1,103,93,98,100,-1,102,103,0.2
Cc1cccc(NC(=O)CSc2n[nH]c(-c3ccncc3)n2)c1,99,95,100,102,6,104,103,-0.1
CCc1ccc(/C=N/NC(=O)c2nnn(-c3nonc3N)c2CN2CCOCC2)cc1,107,112,104,96,3,96,98,0.2
CCC1CN(C(=O)N2CCC(C(=O)NCCc3ccc(OC)cc3OC)CC2)c2ccccc2O1 (configuration not stated),?,100,?,?,2,?,113[may fluoresce red],0.0
COc1ccc(-c2noc(N3CCC(C(=O)Nc4ccc(F)cc4F)CC3)n2)cc1,93,100,98,100,-7,99,103,-0.1
COc1ccc(OC)c(N2CC(O)(c3ccccc3)[N+]3=C2SCCC3)c1 (configuration not stated),105,100,105,99,3,97,97,0.1
O=[N+]([O-])c1ccc(O)c(/C=N/NC2=NS(=O)(=O)c3ccccc32)c1,94,104,94,97,5,97,89,0.0
COc1ccc(C(=O)Nc2cccc(-c3csc(C)n3)c2)cc1S(=O)(=O)N1CCCC1,101,85,102,101,45,104,99,-0.1
Cc1cccn2c(=O)c(/C=C(\C#N)S(=O)(=O)c3ccccc3)c(N3CCC(C(N)=O)CC3)nc12,102,94,105,100,-1,99,94,0.3
COc1ccc(CCC(=O)NNC(=O)c2cccs2)cc1,90,95,92,91,1,96,93,-0.1
O=C(Cn1c(=O)oc2cc(S(=O)(=O)N3CCCCC3)ccc21)N1CCc2ccccc21,105,96,106,104,5,116,105,-0.5
Cc1ccc(C)c(CSCC(=O)NCc2cccs2)c1,101,94,101,95,0,93,99,-0.1

smiles,LAP4 TOR yeast,CR mimetic SO,AGP1-GFP MLPCN,RPL19A-GFP yeast,AHR activator,MEP2-GFP yeast,CIT2-GFP yeast,Efflux pump inh
O=C(Nc1cccc(C(F)(F)F)c1)c1ccc(N2CCNCC2)c([N+](=O)[O-])c1,101,104,98,100,-6,103,93,0.1
Cc1cccc2cc(COC(=O)c3ccco3)c(=O)[nH]c12,107,109,93,97,1,93,90,0.0
COC(=O)[C@H](Cc1ccccc1)NC(=O)Nc1ccc(C)cc1,96,81,102,94,-1,95,99,0.0
COc1ccc(NC(=O)N(C2CCCCC2)C(C)c2ccco2)c(OC)c1 (configuration not stated),103,85,97,96,2,98,95,0.1
CCNc1nc(NC(C)C)nc(OCC)n1,103,90,103,101,0,99,103,-0.2
O=S(=O)(Nc1ccc(Cc2ccncc2)cc1)c1ccc(Cl)cc1,99,110,103,100,2,100,94,0.3
O=C(c1ccncc1)N(c1ccc2oc3c(c2c1)CCCC3)S(=O)(=O)c1cccc([N+](=O)[O-])c1,99,96,109,103,1,101,101,0.6
COc1ccc(/C=C/C(=O)c2cc(Br)ccc(=O)c2O)cc1,136,112,79,84,19,125,101,0.5
CC1CCCCC1NCc1cccc([N+](=O)[O-])c1 (configuration not stated),92,96,100,105,-2,109,109,-0.1
Cc1ccc(C(=O)C(C)OC(=O)c2nc(Cl)ccc2Cl)cc1 (configuration not stated),94,116,101,99,2,93,102,0.1
O=C(COC(=O)c1ccc[nH]c1=O)Nc1ccc(S(=O)(=O)N2CCCC2)cc1,101,100,103,114,1,108,107,0.1
CC1=CCC2C(=O)N(Cc3ccccc3)C(=O)C2C1 (configuration not stated),111,105,nt,100,0,112,102,0.0
Cc1ccc(-c2cc(-c3ccc(F)cc3)n[nH]2)c(O)c1,103,111,81,98,nt,101,101,0.1
CC1(C)C2CC=C(/C=N/NC(=S)NCCc3ccccc3)C1C2 (configuration not stated),105,98,94,98,3,104,90,0.0
Cc1ccccc1-n1nc(-c2cccnc2)cc1C(=O)NN,107,88,110,117,2,107,102,-0.1
Nc1c(S(=O)(=O)c2cccs2)c2nc3ccccc3nc2n1Cc1ccc2c(c1)OCO2,91,115,108,103,0,105,103,0.3
O=C1CN(C(=O)COC(=O)c2ccco2)c2ccccc2N1,103,98,106,100,1,100,99,-0.2
CC(=O)c1ccc(OCCNS(=O)(=O)c2ccc(-n3cnnn3)cc2)cc1,91,110,93,96,1,120,98,-0.1
COc1ccc(C2c3ccc(O)cc3Oc3ncn(Cc4ccco4)c(=N)c32)cc1OC (configuration not stated),108,79,113,104,-2,103,124,0.0
CCOc1ccc2cc(C#N)c(SCC(=O)NC(C)CC)nc2c1 (configuration not stated),99,108,100,100,2,103,101,-0.1
Cc1nc(SCC(=O)NCCc2ccccc2)n[nH]1,87,84,94,93,2,86,89,-0.1
COc1ccc(S(=O)(=O)N2CCCC2)c(C)c1C,108,83,102,97,1,91,81,0.1
O=C(NCCN1CCN(c2ccccc2)CC1)c1cccn2c(=O)c3cc(Cl)ccc3nc12,109,78,111,98,94*,109,103,0.1
COc1ccccc1C1=NC(c2ccc(F)cc2)N=C1C (configuration not stated),97,98,98,104,-8,95,101,-0.1
O=C(Cc1c[nH]c2ccccc12)N[C@@H](Cc1c[nH]c2ccccc12)C(=O)O,93,102,103,106,7,103,106,0.0
Cc1ccc(NS(=O)(=O)N2CCOCC2)cc1,62,96,91,102,nt,92,107,-0.1
